# Assay outcomes deposited in PubChem BioAssay by several laboratories.
# SIAE primary: inhibitors of human sialic acid acetylesterase SIAE. Q9HAT2. SIAE FP-Rh probe binding, fluorescence polarization. inhibition, % at 9.66 µM. 370,000 compounds, 0.69% hits;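 active means inhibition above a cutoff: mean of compounds within the control limits plus 3 SD of those, cut at about 17% in these data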;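 further: 0% = plate median of compound wells and 100% = probe without SIAE protein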
# Target sequence (Q9HAT2 whole entry, looked up): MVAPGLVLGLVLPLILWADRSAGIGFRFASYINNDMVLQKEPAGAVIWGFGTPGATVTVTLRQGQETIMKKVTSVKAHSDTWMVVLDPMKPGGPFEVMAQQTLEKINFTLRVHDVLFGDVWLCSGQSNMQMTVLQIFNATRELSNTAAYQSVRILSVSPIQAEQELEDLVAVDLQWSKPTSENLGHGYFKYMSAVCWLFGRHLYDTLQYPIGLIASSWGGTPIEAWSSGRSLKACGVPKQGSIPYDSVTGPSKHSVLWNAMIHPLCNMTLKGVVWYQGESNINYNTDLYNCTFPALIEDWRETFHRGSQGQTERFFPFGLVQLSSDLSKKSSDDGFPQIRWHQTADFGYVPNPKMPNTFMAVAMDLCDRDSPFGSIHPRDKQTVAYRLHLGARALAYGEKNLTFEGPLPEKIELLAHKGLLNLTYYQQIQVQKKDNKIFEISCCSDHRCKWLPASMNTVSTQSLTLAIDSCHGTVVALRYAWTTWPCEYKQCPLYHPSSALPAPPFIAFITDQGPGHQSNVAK
# PRMT1 inh: inhibitors of human PRMT1 | recombinant PRMT1, activity-based probe fluorescence polarization | inhibition, % at 2.79 µM | 370,000 compounds, 1.3% hits | AID 652257;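 active means inhibition above about 21% made by adding two undisclosed values, limit read from the data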
# rCAG RNA binder: binds r(CAG) RNA repeats. AID 651821. r(CAG) RNA repeat, TO-PRO-1 dye displacement fluorescence. 370,000 compounds, 1.3% hits. inhibition, % at 3 µM;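 active means inhibition above the plate cutoff, the mean of all test compounds on that plate plus 3 SD, cut at about 35% in these data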;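 further: 0% = DMSO alone and 100% = 100 µM mitoxantrone as full dye displacement; higher means more dye released from RNA so lower well fluorescence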
# mABHD4 FP: inhibitors of mouse ABHD4. Q8VD66. purified mABHD4, FP-Rh probe fluorescence polarization. inhibition, % at 8.92 µM. 370,000 compounds, 0.54% hits. AID 720543;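 active means inhibition exceeding the mean over every tested compound plus 3 SD, cut at about 30% in these data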;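 further: 0% = plate median of compound wells and 100% = S159A mutant with DMSO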
#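 system = mouse ABHD4 enzyme, wild type | medium = HEPES pH 7.0, NaCl, Pluronic buffer | also added = FP-Rh probe | incubation = Enzyme–compound pre-incubation 45 min, then probe 60 min, both 25 °C | technique = fluorescence polarization, excitation 525 nm, emission 598 nm, BODIPY TMR filters | controls = S159A mutant high control, sample median low control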
# MBD2 inh: inhibitors of human MBD2 binding to methylated oligonucleotide; Q9UBB5; inhibition, % at 4.4 µM; AID 686964; 370,000 compounds, 0.31% hits; TR-FRET; in the data active means inhibition above about 13%
# TDP2 absorb: TDP2 (human) inhibition, absorbance primary screen | O95551 | inhibition, % at 12.8 µM | recombinant TDP2, T5PNP hydrolysis, p-nitrophenol absorbance 415 nm | 370,000 compounds, 0.34% hits | AID 720702;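 active means inhibition above the mean of all tested compounds plus 3 SD, set per campaign, cut at about 25% in these data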;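 further: 0% = DMSO with enzyme and 100% = buffer with substrate but no TDP2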
# Target sequence (O95551 whole entry, looked up): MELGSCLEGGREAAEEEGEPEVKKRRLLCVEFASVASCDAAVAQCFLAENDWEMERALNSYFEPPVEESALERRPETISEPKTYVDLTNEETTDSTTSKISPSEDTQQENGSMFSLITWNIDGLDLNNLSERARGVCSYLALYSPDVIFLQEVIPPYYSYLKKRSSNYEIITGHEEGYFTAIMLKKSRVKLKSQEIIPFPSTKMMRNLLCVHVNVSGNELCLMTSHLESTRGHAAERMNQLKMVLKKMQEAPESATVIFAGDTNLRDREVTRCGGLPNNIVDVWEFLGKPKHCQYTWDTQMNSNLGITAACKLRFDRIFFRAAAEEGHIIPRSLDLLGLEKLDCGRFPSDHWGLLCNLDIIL
#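 Material: recombinant human TDP2; quantity: TDP2 enzyme at 120 nM final; medium: Tris-HCl pH 7.5 with MgCl2; compound: single concentration, 12.8 µM nominal, with 1% DMSO; incubation: 2 h enzyme incubation at 37 °C; signal: epi absorbance; measure: percent inhibition; benchmarks: high control without enzyme, low control DMSO plus TDP2; repeats: singlicate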
# HTRA1 inh: inhibitors of human serine peptidase HTRA1 | Q92743 | recombinant HTRA1, FP-rhodamine activity-based probe, fluorescence polarization | inhibition, % at 5.96 µM | 340,000 compounds, 0.5% hits; in the data active means inhibition above about 36%;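 further: 0% = enzyme with DMSO and 100% = wells lacking enzyme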
# GC-B act: GC-B (human) receptor activation. P20594. HEK293-GC-B cells, CNP EC30, cGMP TR-FRET; 0% at EC30 CNP, 100% saturating CNP. activation, % at 10 µM. 370,000 compounds, 0.11% hits;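 active means activation at 10 µM reaching about 35% in either raw or pattern-adjusted values, limit read from the data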
# TCR-CD3 inh: inhibitors of human TCR-CD3 interaction; 360,000 compounds, 0.37% hits; AID 651800; TAMRA-labeled TCR probe fluorescence, biochemical; inhibition, % at 9.4 µM; in the data active means inhibition above about 19%;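 further: recombinant mutant TCR 2C K166C tagged with TAMRA read by polarization; 0% = receptor in buffer alone and 100% = receptor with positive control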
# LEDGF integ inh: blocks HIV-1 LEDGF/p75-dependent DNA integration. TR-FRET IN-LEDGF/p75 DNA integration, Eu/Cy5. 370,000 compounds, 0.64% hits. inhibition, % at 3.7 µM;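 active means inhibition above the screen-wide mean plus 3 SD, cut at about 13% in these data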;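 further: signal is the Cy5 over europium emission ratio at 671 and 618 nm; 0% = plate median of compound wells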
# Active calls of the source: *; x = no result given.
SMILES,SIAE primary,PRMT1 inh,rCAG RNA binder,mABHD4 FP,MBD2 inh,TDP2 absorb,HTRA1 inh,GC-B act,TCR-CD3 inh,LEDGF integ inh
Cc1ccc(NC(=O)c2ccc([N+](=O)[O-])cc2Cl)nc1,-7,-2,-1,-1,-2,-4,7,2,7,8
Cc1ccc(C(=O)NCCNC(=O)c2ccccn2)cc1,2,-3,1,8,-3,14,2,-1,-1,0
O=c1oc(-c2cccs2)nc2sc3c(c12)CCCC3,-3,0,0,5,2,-1,-2,-6,-7,-3
O=C(COC(=O)c1ccc(O)cc1O)Nc1cc(-c2ccccc2)nn1-c1ccccc1,-60,-5,26,-73,1,2,-69,-11,0,1
C=CCNC(=O)CSc1nc2sccc2c(=O)n1-c1ccccc1,1,-1,12,-7,-1,-19,-4,1,-9,8
COc1ccccc1CN1C[C@@H]2C[C@@H](c3ccc4nsnc4c3)N3CCC[C@@]23C1=O,-5,3,3,6,-6,4,-4,-3,-2,-11
O=c1ccccn1Cc1c(F)cccc1Cl,-2,1,1,-1,0,2,-3,-1,-1,-2
CCOC(=O)C1(Cc2ccccc2)CCCN(C(=O)c2cnn(CC)c2)C1 (stereo unspecified),1,-2,-3,-4,-4,-7,1,-1,-6,5
COc1cc2c(=O)n(CCC(=O)NCC3CCCO3)c(=O)n(CC(=O)Nc3ccc(F)cc3)c2cc1OC (stereo unspecified),-3,-2,-1,-4,-4,24*,5,-5,-1,2
CC(O)(c1cccc(F)c1)c1nc(-c2ccoc2)cs1 (stereo unspecified),-7,1,10,1,-2,-4,x,3,-5,3
Cc1cc(C)cc(NC(=O)c2ccc3c(c2)CCN3S(C)(=O)=O)c1,3,-3,2,-7,-5,-7,-2,2,-8,3
Cc1ccc2nc3n(c(=O)c2c1)-c1cc2ccccc2cc1C(=O)NC3Cc1ccc(O)cc1 (stereo unspecified),-36,5,9,-2,-4,-4,-70,15,-2,-2
CC(Oc1ccc(F)cc1F)C(=O)/C=C/N(C)C (stereo unspecified),0,-3,3,-4,-5,-5,-7,2,2,1
COCCNC(=S)N/N=C(\C)c1ccccc1OC,1,1,-2,3,-2,-3,5,-5,-1,1
CC(C)Nc1ncnc2c1cnn2-c1ccccc1,1,-1,0,0,0,-9,1,-6,-5,-1
CCOC(=O)c1ccc2nc(C)c(CCC(C)=O)c(Cl)c2c1,-4,0,-7,0,0,-2,3,-3,-4,2
COc1ccc([C@H]2C[C@H](O)[C@@H](n3cc(C4CC4)nn3)CN2CC2CCCCC2)cc1,-4,3,3,-8,2,-7,-24,-7,-3,-2
CCOCCc1nn2c(=O)cc(CSCC(=O)Nc3ccccc3)nc2s1,2,3,0,2,1,8,4,2,0,-3
COc1ccc(NC(=S)N2CCC(NC(=O)c3ccccc3C)CC2)cc1,3,-2,2,5,2,5,9,3,-4,0
O=C(c1ccc(Cn2ccc([N+](=O)[O-])n2)cc1)N1CCN(Cc2ccccc2)CC1,-7,-6,-1,-9,2,3,0,3,-1,3
CCN1CCN(c2cc(C)c3cc(NC(=S)N4CCN(c5ccccc5F)CC4)ccc3n2)CC1,8,-2,-6,14,1,-15,0,5,4,-5
CCOc1ccc(NC(=O)CC(Cc2ccc(Cl)cc2)C(=O)O)cc1 (stereo unspecified),-1,-2,7,4,1,-17,0,-2,1,4
O=C(NC1CCCC1)C1c2ccccc2OCC(=O)N1CC(F)(F)F (stereo unspecified),-3,-2,2,2,-1,12,x,-7,2,7
CC(=O)OC1C(OC(C)=O)N(C(C)=O)C(=O)N1C(C)=O (stereo unspecified),-6,0,1,-5,0,-4,0,-3,1,2
CC1(C)Oc2c(ccc(O)c2CN2CCOCC2)C2=C1CCCC2,-3,-3,3,2,0,-4,5,6,-2,0
COC(=O)C(O)(NC(=O)NC(C)=O)C(F)(F)F (stereo unspecified),15,0,-2,1,0,-8,-1,-2,6,3
CC1CCCC(C)N1C(=O)COC(=O)CCC(=O)c1ccc(F)cc1 (stereo unspecified),-6,-2,-3,-4,0,-4,-3,3,-2,5
COc1cccc(/C=C2\N=C(C3CCCCC3)OC2=O)c1OC,4,-6,0,2,-1,7,4,-4,2,0
O=C1CSc2ccccc2N1Cc1ccc(F)cc1,0,0,-1,4,-1,-4,-5,0,5,38*
COC(=O)c1ccc(C)c(NC(=O)CN(c2ccc3c(c2)OCO3)S(C)(=O)=O)c1,-5,-3,-1,2,-5,3,5,0,-2,1
COc1ccc(NC(=O)NCc2ccccn2)cc1,4,0,-3,2,-2,4,5,-3,-5,3
CN(C(=O)c1cccc(NC(=O)Cc2ccc(NC(=O)C3CCCN(C(=O)C4CCCC4)C3)cc2)c1)C1CCCCC1 (stereo unspecified),1,-2,6,-4,-3,-2,-9,-1,-6,4
CC(=O)NC(C)c1nc2ccccc2n1Cc1ccccc1F (stereo unspecified),2,2,0,-18,8,-5,5,-3,-4,2
COC(=O)[C@H](CC(C)C)NC(=O)Cn1cnc2c(OCc3ccccc3)ncnc21,8,2,-3,1,2,5,-5,4,2,-1
COc1cc(CN2CCNC(=O)C2CC(=O)NCCc2ncccc2C)cc(OC)c1 (stereo unspecified),1,3,-4,10,4,-6,4,3,4,-2
Cc1ccsc1C(=O)OCC(=O)NCc1cccs1,4,0,5,5,-6,-5,0,-5,3,1
COC(=O)Cn1c2ccc(C)cc2c2nc3ccccc3nc21,1,5,0,-5,0,-3,-4,10,0,0
COc1ccc2c(c1)Cc1sc(NC(=O)c3ccccc3)nc1-2,1,1,18,28,-10,19,-4,-2,1,8
CCOC(=O)C1(C)Oc2ccccc2C(c2ccc(OC)cc2)=C1C(=O)OC (stereo unspecified),7,4,0,-1,-6,2,-7,-6,-2,-2
Cc1cccc(Cl)c1NC(=O)NCCCN1CCCCC1C (stereo unspecified),2,-1,1,5,0,0,x,-3,-6,-2
CC1(C)Cc2c(c(=S)nc(-c3ccccc3)n2Cc2cccnc2)CO1,-1,-2,-3,0,0,0,4,2,-2,1
CCc1ccccc1Nc1nc2ccccc2n1CC,7,3,-4,1,2,4,1,-3,2,-3
COc1ccc(-n2nc(C(=O)NCC(=O)NCCN(C)C)c3ccccc3c2=O)c(OC)c1,-6,0,5,2,4,-2,-4,-8,-7,-4
O=C(c1ccccc1OCc1ccccc1Br)N1CCN(c2ncccn2)CC1,-3,1,-7,7,4,0,-3,-3,-1,1
Cc1ccc(/C=C/C(=O)Nc2ccc(S(=O)(=O)Nc3ncccn3)cc2)cc1,-6,7,-2,-9,3,-22,-4,-6,-3,2
C[C@@H]1CN(S(=O)(=O)C(C)(C)C)[C@@H](CCO)/C1=C\CCO,-4,1,-1,4,5,4,x,2,-5,-3
Cc1cc(Cl)cc(Cl)c1OCCN1CCCC1,-1,1,-2,8,-2,13,3,-3,-6,-1
Cc1cccc(-c2nn(-c3ccccc3)cc2C(=O)Nc2cccc(S(=O)(=O)NC3=NCCC3)c2)c1,-47,-3,12,-50,-4,-15,-79,-6,-2,0
C=CCO/N=C(\C)c1c(O)c(C)c(-c2ccccc2)n(-c2ccccc2)c1=O,2,2,-4,5,-1,-4,8,2,-1,1
Cc1ccc(C(=O)O)cc1S(=O)(=O)N1CCOCC1,-7,1,2,3,0,-7,-2,0,4,1
COc1ccc(/C=C2\SC(=S)N(CC(=O)OCC(=O)Nc3ccc([N+](=O)[O-])cc3OC)C2=O)cc1,11,-1,8,-1,3,10,3,-2,6,1
CCn1c(=O)cc(N2CCOCC2)[nH]c1=O,0,1,0,1,-1,7,4,1,0,0
Cc1nc2nc(C)c(CCC(=O)N3CCc4ccccc43)c(C)n2n1,1,-1,3,-11,2,10,2,4,4,3
O=S(=O)(c1cccc(-c2nnc3n2CCCCC3)c1)N1CCOCC1,1,6,-4,0,1,-8,11,4,-10,-4
O=C(N/N=C/c1ccc(N2CCOCC2)s1)c1ccccc1Cl,6,11,2,9,1,-11,5,-4,-2,-1
Cc1ccc([C@H]2N[C@]3(CCCN(Cc4ccc(C(F)(F)F)cc4)C3=O)[C@H]3C(=O)N(Cc4ccccc4)C(=O)[C@@H]23)cc1,-1,-3,2,-11,-4,-1,-43,1,2,4
C[C@H]1CN([C@@H](C)CO)C(=O)CCCn2nncc2CO[C@@H]1CN(C)Cc1ccc2c(c1)OCO2,8,-9,1,-4,0,-6,-3,1,2,3
Cc1cc(=O)[nH]c(N/N=C/c2sccc2C)n1,2,-2,0,1,9,4,2,-6,0,2
O=C(O)c1ccccc1S(=O)(=O)CC(=O)N1CCCCC1,3,-4,0,-10,0,12,2,1,7,1
Cc1ccc(Nc2ccc(C(=O)NCCc3ccccc3)cn2)cc1,-9,0,1,-1,-2,-1,-5,-4,9,-2

# Full records, quoted from the list. Screens in order: SIAE primary | PRMT1 inh | rCAG RNA binder | mABHD4 FP | MBD2 inh | TDP2 absorb | HTRA1 inh | GC-B act | TCR-CD3 inh | LEDGF integ inh
# COc1cccc(/C=C2\N=C(C3CCCCC3)OC2=O)c1OC is listed as 4 | -6 | 0 | 2 | -1 | 7 | 4 | -4 | 2 | 0
# COc1cc(CN2CCNC(=O)C2CC(=O)NCCc2ncccc2C)cc(OC)c1 (stereo unspecified) is listed as 1 | 3 | -4 | 10 | 4 | -6 | 4 | 3 | 4 | -2
# O=C(COC(=O)c1ccc(O)cc1O)Nc1cc(-c2ccccc2)nn1-c1ccccc1 is listed as -60 | -5 | 26 | -73 | 1 | 2 | -69 | -11 | 0 | 1

# Next results.
SMILES,SIAE primary,PRMT1 inh,rCAG RNA binder,mABHD4 FP,MBD2 inh,TDP2 absorb,HTRA1 inh,GC-B act,TCR-CD3 inh,LEDGF integ inh
Cc1ccc(C(=O)N(CC(=O)NC2CCCC2)c2ccccc2F)s1,-8,-1,1,-4,-7,-6,-5,1,7,7
COc1ccc(OCC(=O)NCCC2=CCCCC2)c([N+](=O)[O-])c1,-3,-3,4,-3,-3,-18,-4,-1,-5,8
O=C(NCC(c1ccco1)N1CCCCC1)c1ccc(NS(=O)(=O)c2ccc(F)cc2)cc1 (stereo unspecified),-10,0,2,-10,2,-9,-14,-3,-7,0
Cc1snnc1C(=O)NC(=S)Nc1ccccc1,6,5,6,-3,6,1,-4,-5,-6,4
O=C(CC1CCCC1)N1CCN(S(=O)(=O)c2ccccc2)CC1,1,1,-1,2,1,0,0,-1,9,2
O=C1C=C(Nc2ccc(Cl)cc2Cl)CC(c2ccco2)C1 (stereo unspecified),3,-1,-4,-3,1,-11,-2,-8,-3,1
O=C1CCC(C(=O)N2CCCCCC2)CN1Cc1cccc(C(F)(F)F)c1 (stereo unspecified),0,-2,-8,2,0,-17,-4,2,-3,3
Cc1ccc(C)c(Nc2c(F)c(F)c(F)c(F)c2C(=O)O)c1,-5,4,15,-1,3,1,-3,-1,-8,-5
CCCN(CCC)CC(O)CN(c1cc([N+](=O)[O-])ccc1OC)S(=O)(=O)c1ccccc1 (stereo unspecified),11,-2,0,1,2,-1,2,-7,11,0
Cn1nc(N)c2c(-c3ccccc3)c(C#N)c(N)nc21,2,-1,-1,-3,1,-6,0,-2,1,1

# Not all compounds are listed. The share of hits here may be higher or lower than overall.
